# Assay outcomes: PubChem BioAssay, Icahn School of Medicine at Mount Sinai
# RBX1-CUL1 inh = inhibitors of human ROC1-CUL1 ubiquitin ligase activity; P62877+Q13616; inhibition, % at 10 µM; in vitro K48 di-Ub FRET, acceptor:donor ratio, 45 min; 0.6% of 140,000 active; in the data active = inhibition above about 25%
# Target sequence (P62877 whole entry, looked up): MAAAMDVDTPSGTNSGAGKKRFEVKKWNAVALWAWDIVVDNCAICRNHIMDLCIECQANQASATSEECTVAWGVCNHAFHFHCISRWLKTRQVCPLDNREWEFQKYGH
# Target sequence (Q13616 whole entry, looked up): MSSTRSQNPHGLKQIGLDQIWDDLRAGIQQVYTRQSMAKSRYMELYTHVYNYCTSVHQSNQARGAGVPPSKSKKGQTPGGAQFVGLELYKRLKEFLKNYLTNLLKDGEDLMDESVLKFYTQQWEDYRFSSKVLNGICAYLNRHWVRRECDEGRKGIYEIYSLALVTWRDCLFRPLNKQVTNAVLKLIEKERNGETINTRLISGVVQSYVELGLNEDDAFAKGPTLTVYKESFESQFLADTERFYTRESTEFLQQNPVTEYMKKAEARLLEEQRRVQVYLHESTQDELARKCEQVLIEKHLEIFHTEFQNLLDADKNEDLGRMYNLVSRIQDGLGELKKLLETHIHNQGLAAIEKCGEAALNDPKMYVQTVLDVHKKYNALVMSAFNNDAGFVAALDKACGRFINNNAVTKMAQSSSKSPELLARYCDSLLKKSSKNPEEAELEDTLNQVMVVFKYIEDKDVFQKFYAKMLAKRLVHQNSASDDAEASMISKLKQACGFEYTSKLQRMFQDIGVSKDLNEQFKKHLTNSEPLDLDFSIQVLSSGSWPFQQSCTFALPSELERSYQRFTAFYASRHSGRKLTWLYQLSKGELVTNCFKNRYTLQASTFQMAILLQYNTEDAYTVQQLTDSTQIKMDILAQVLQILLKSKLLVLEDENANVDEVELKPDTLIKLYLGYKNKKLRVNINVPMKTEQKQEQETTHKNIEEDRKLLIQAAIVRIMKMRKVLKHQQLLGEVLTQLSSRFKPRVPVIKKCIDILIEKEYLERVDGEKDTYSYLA
# * marks the source's active call; other numbers are inactive results.
SMILES,RBX1-CUL1 inh
Cc1ccc2nc(N(Cc3cccnc3)C(=O)CCc3ccccc3)sc2c1,3.8
Cn1cc(S(=O)(=O)N2CCCCCC2)cc1C(=O)N1CCN(c2cccc(Cl)c2)CC1,4.7
Cc1ncsc1C(=O)N1CCC(C2CCN(Cc3cccnc3)CC2)C1 (stereo unspecified),2.0
O=c1[nH]c(-c2ccncc2)nc2scc(-c3ccc(Cl)cc3)c12,0.0
O=C(CCC(F)(F)F)N1CCc2[nH]nc(-c3ccc(F)c(F)c3)c2C1,0.0
CCCC(=O)Nc1cc(C(=O)NCc2ccccc2)ccc1S(=O)(=O)c1ccc(Cl)cc1,-4.8
N=C1/C(=C/c2cccs2)C(=O)N=C2SC(C(F)(F)F)=NN12,1.0
CCNC(=O)c1ccc2nc(Cc3ccccc3)oc2c1,0.4
CC(C)(C)Nc1ccc(Br)cc1,10.2
COc1nc(N)nc(N)c1NS(=O)(=O)c1ccc(C)cc1,9.6
CCOc1ccc(NC(=O)CSc2ncc3c(n2)-c2ccc(Cl)cc2N(Cc2ccccc2)S3(=O)=O)cc1,0.0
COc1ccc(CCNCc2ccc3c(c2)n(C)c(=O)n3C)cc1OC,2.0
CN1CCN(Cc2c([O-])c(=O)n(CCc3ccccc3)c3cccc[n+]23)CC1,4.0
CCOC(=O)C(Oc1ccc(Cl)c(Cl)c1)(Oc1ccc(Cl)c(Cl)c1)C(=O)OCC,1.2
Cc1ccc(N2CCN(S(=O)(=O)c3ccc4[nH]c5c(c4c3)CCCCC5)CC2)c(C)c1,-9.9
COc1ccc(-c2c3c(=O)n(C)c(=O)n(C)c3c3c(-c4ccccc4)nc4ccccc4n23)cc1,8.1
NS(=O)(=O)c1cccc(NC(=O)c2cccc3c(Br)cccc23)c1,5.1
COCc1ccc(C(=O)Nc2ccc(-c3nc(CNC(=O)c4cc5ccccc5cn4)c(C)o3)cc2)o1,2.4
C=CCN1N=C(C)Cn2c1nc1c2c(=O)n(CCCC)c(=O)n1C,1.2
COc1ccc(/C=C/C(=O)Nc2ccc(F)c(Cl)c2)cc1OC,-1.6
c1ccc(SCCCCNC2CCCC2)cc1,5.1
CCOc1ccccc1CNC(=O)N=C1CN(CC(C)C)C(=O)c2ccccc21,-1.3
CCC(C)(C)NC(=O)Cn1c(=O)ccc2cc(S(=O)(=O)N3CCC(C)CC3)ccc21,-9.0
CCCNC(=O)c1ccc(-c2cccc(-c3ccn[nH]3)c2)nc1,10.5
CCCCCOc1ccc(/C=c2\sc3nc(=O)c(C)nn3c2=O)cc1,-0.5
CCc1noc(C)c1C(=O)NCc1ccccc1,1.1
COc1cc(N)c2nccc(C)c2c1OC,-11.5
CCOC(=O)c1[nH]c(C)c(CCC(=O)Nc2cccc(SC)c2)c1C,4.2
COc1cc(NC(=O)[C@@H]2C[C@@H]2c2ccccc2)c(OC)cc1Cl,10.3
O=C1CCCN1CCC(=O)N1CCCC(CCc2ccccc2F)C1 (stereo unspecified),11.9
O=C(CSCc1ccc(F)cc1)N1CCc2c([nH]c3ccccc23)C1c1ccc(F)cc1 (stereo unspecified),8.6
c1ccc2c(c1)nnn2CN(Cn1nnc2ccccc21)C1CCCCC1,-4.5
CCS(=O)(=O)N1CCC2(CC1)OC(=O)C(C)=C2C(=O)NCc1ccc(OC)c(OC)c1,-1.0
CCC(Oc1ccccc1)C(=O)Nc1nc(-c2ccc(C)cc2)cs1 (stereo unspecified),-1.4
O=C(NC1CCOC1)c1cccc(OC2CCN(C(=O)C3CC3)CC2)c1 (stereo unspecified),-9.2
Cc1ccc(OCC(=O)NCC2(N(C)C)CCCCC2)cc1C,-1.2
O=C(CCCc1ccccc1)Nc1cccc(N2CCC(NC(c3ccccn3)C(F)(F)F)CC2)c1 (stereo unspecified),6.2
Cc1ccc(NC(=O)N2CCC(CN3CCCCCC3)CC2)c(Cl)c1,6.4
Cc1ccc(C)c(C(=O)N2CCC(N3CCC(C(=O)NCC4CCCO4)CC3)CC2)c1 (stereo unspecified),10.7
CN1CC(NC2CCN(c3cccc(-c4ccccc4)c3)CC2)CCC1=O (stereo unspecified),-4.1
CCOC(=O)c1sc(NC(=O)CSc2n[nH]c(-c3ccncc3)n2)c(C#N)c1C,2.1
CSc1ccc(C(=O)N2CCC(C(Cc3ccccc3)N(C)C(=O)c3cccs3)CC2)cc1 (stereo unspecified),5.9
Cc1cccc(OCCN2C3=NCCN3C(=O)c3ccccc32)c1,2.4
S=c1[nH]nc(COc2cccc(Cl)c2)n1Cc1ccccc1,6.5
O=C(Oc1ccccc1O)c1cccs1,6.9
Cc1ccc(-c2cc(NS(=O)(=O)c3ccccc3)n(-c3ccccc3)n2)cc1,-4.4
CCC1CCC(=O)C(C2(O)C(=O)Nc3ccccc32)C1 (stereo unspecified),5.9
CC1=C(C(=O)OC(C)C)C(c2ccc3c(c2)OCO3)C(C#N)C(=N)O1 (stereo unspecified),8.5
N#Cc1cccc(NC(=O)CSc2nc3c(c(C(F)(F)F)c2C#N)CCCCC3)c1,-0.5
COc1ccc(-c2nc(CN(C)C(C)c3ccon3)c(C)o2)c(F)c1 (stereo unspecified),8.9

# Quoted at random: six entries already listed
SMILES,RBX1-CUL1 inh
CCOC(=O)c1sc(NC(=O)CSc2n[nH]c(-c3ccncc3)n2)c(C#N)c1C,2.1
Cc1cccc(OCCN2C3=NCCN3C(=O)c3ccccc32)c1,2.4
CC1=C(C(=O)OC(C)C)C(c2ccc3c(c2)OCO3)C(C#N)C(=N)O1 (stereo unspecified),8.5
S=c1[nH]nc(COc2cccc(Cl)c2)n1Cc1ccccc1,6.5
CCC1CCC(=O)C(C2(O)C(=O)Nc3ccccc32)C1 (stereo unspecified),5.9
N#Cc1cccc(NC(=O)CSc2nc3c(c(C(F)(F)F)c2C#N)CCCCC3)c1,-0.5

# Continued.
SMILES,RBX1-CUL1 inh
COCCNC(=O)CCc1c(C)n(C)c2cc(-c3cc(OC)c(OC)c(OC)c3)nn2c1=O,-3.9
COC1=CC(=Cc2c(N)n3nc(-c4ccccc4Cl)sc3nc2=O)C=CC1=O,60.2*
O=c1c2cnc3nc(-c4ccccc4)nn3c2ccn1C1CCCC1,-3.1
O=C(c1cc(COc2cccc(C(F)(F)F)c2)on1)N1CCCCO1,-8.8
Cn1c(=O)oc2cc(S(=O)(=O)N3CCCCC3)c(Cl)cc21,9.5
CCc1ccc2c(c1)=C(c1sc(Nc3cccc(Cl)c3C)nc1O)C(=O)N=2,3.2
CC(C)(C)c1ccc(C(Nc2ccccn2)c2ccc3cccnc3c2O)cc1 (stereo unspecified),-12.0
C=CCOc1ccccc1CN1CCC(C(Cc2ccccc2)N(CC)C(=O)C2CCOCC2)CC1 (stereo unspecified),6.2
Cc1ccc(C)c(N2CCN(C(=O)Cn3c(=O)c4cccn4c4ccc(F)cc43)CC2)c1,-2.6
COc1cccc2c1OCC(NC1CCC(O)CC1)C2 (stereo unspecified),0.5

# Three consecutive compounds already listed, quoted:
SMILES,RBX1-CUL1 inh
O=C(Oc1ccccc1O)c1cccs1,6.9
Cc1ccc(-c2cc(NS(=O)(=O)c3ccccc3)n(-c3ccccc3)n2)cc1,-4.4
CCC1CCC(=O)C(C2(O)C(=O)Nc3ccccc32)C1 (stereo unspecified),5.9

# (cont.)
SMILES,RBX1-CUL1 inh
CCOC(=O)C1=C(C)OC(=N)C(C#N)C1c1ccccc1[N+](=O)[O-] (stereo unspecified),8.2
Cc1cccc(CN2CCCC(O)(CNCc3nc(C)cs3)C2=O)c1 (stereo unspecified),0.1
Cc1ccc(C(=O)NC(=S)N2CCN(c3cc(Cl)ccc3C)CC2)cc1,6.6
Cc1cc(Cl)c(Sc2ccncc2S(N)(=O)=O)c(Cl)c1,-5.1
COc1ccc(CCNC(=O)C(=O)NCC(c2ccco2)S(=O)(=O)c2ccccc2)cc1OC (stereo unspecified),2.4
CCCCn1c(C(O)c2ccccc2)nc2ccccc21 (stereo unspecified),-9.0
CCOC(=O)CC(NC(=O)CCc1c(C)nc2c(c(C)nn2-c2ccc(C)c(C)c2)c1C)c1ccc(C)cc1 (stereo unspecified),5.5
CCc1ccc(-n2c(=O)c3cccnc3n2CC(=O)Nc2cc(OC)ccc2OC)cc1,0.2
COc1ccc(CC2(CCC(=O)NC(C)(C)CC34CC5CC(CC(C5)C3)C4)CCC(=O)N2)cc1OC (stereo unspecified),1.5
Cc1nn(Cc2ccc(Cl)cc2)c(C)c1NC(=O)c1cc2nc3c(c(C(F)(F)F)n2n1)CCc1ccccc1-3,-8.6
CC1(C)CC(=O)C(C(c2ccc(F)cc2)C2C(=O)CC(C)(C)CC2=O)C(=O)C1,-2.9
Cc1c(CC(=O)NCCc2ccccc2)c(=O)oc2c(C)c3occ(C(C)(C)C)c3cc12,-6.4
CN(Cc1ccon1)c1ccc(-c2nc(Cc3ccc(F)cc3)no2)cn1,0.7
Cc1cccc(OCCCC(=O)Nc2sc3c(c2C#N)CCCC3)c1,-18.0
O=C(Nc1ccc(S(=O)(=O)Nc2ccc(Cl)nn2)cc1)c1ccc(COc2cc(Cl)ccc2Cl)o1,35.1*
CCOC(=O)c1c(C)oc2nc(C)nc(NCC3CCN(Cc4cc(C)ccc4C)CC3)c12,-6.3
Cc1cccc(C2C3(OC(c4ccccc4)C24C(=O)c2ccccc2C4=O)C(=O)c2ccccc2C3=O)c1 (stereo unspecified),6.2
CCOc1ccc(NC(=O)CN(C)C2CCCCC2)cc1,-0.8
CSCCNC(=O)C1CCN(c2nc(C)c3cc(C(C)C)ccc3n2)CC1,-1.1
CC(C)CC(=O)NC(NC(=O)CC(C)C)c1ccc2c(c1)OCO2,-1.1
Nn1c(SCC(=O)NC2CCCCC2)nnc1-c1ccccc1,-4.8
Cn1nc(-c2ccccn2)cc1NC(=O)Cn1cc(-c2ccccc2N)cn1,-8.6
CCOc1ccc(-c2cc(NC(=O)Nc3cccc(C(C)=O)c3)c(C(=O)OC)s2)cc1,-7.3
COc1cc(OC)c(NC(=O)C(C)n2nc(-c3ccc(C)cc3)c3c(c2=O)CCCC3)cc1Cl (stereo unspecified),0.1
O=C(O)c1cc(NS(=O)(=O)c2ccc(F)cc2)ccc1O,1.9
CCCCSc1nc2sc3c(c2c(=O)n1-c1ccc(C)cc1)C(C)CCC3 (stereo unspecified),-2.5
COc1ccccc1C(=O)Nc1c(C(=O)NC(C)(C)C)oc2ccccc12,-16.8
COc1ccc2oc(=N)c(-c3nc(-c4ccccc4)cs3)cc2c1,-0.5
CN1C(=O)C(C=Nc2ccc(S(N)(=O)=O)cc2)C(=O)N(C)C1=S,15.5
O=C(CN1CCOCC1)N/N=C\c1ccc(OCc2ccccc2Cl)c(Br)c1,-1.0
CCOc1ccc(C2=C(CN(C)C)C(c3ccc(C)cc3)c3ccccc3O2)cc1 (stereo unspecified),-4.0
Cc1cccc(NC(=S)NNC(=O)c2csc(C)c2)c1,0.5
COc1ccc(Oc2c(C(F)(F)F)oc3cc(OC)ccc3c2=O)cc1,-1.8
CCOc1ccccc1C1CC(=O)N=C(C)C1C(=O)OCc1ccc(C)cc1 (stereo unspecified),8.1
O=C(Oc1ccc(Br)cc1Cl)c1ccco1,-2.8
Cc1cc(Cl)ccc1C(=O)CSc1nc2ccccc2o1,4.3
CCC(=O)N1c2ccccc2C(c2ccccc2)(c2ccccc2)c2ccccc21,-2.3
Cc1noc(C)c1C(=O)N1CCC(C2CCN(c3ncccn3)CC2)C1 (stereo unspecified),6.9
Cc1cc(C)c(S(=O)(=O)N2CCN(C(=O)N3CCCC3)CC2)c(C)c1,-1.9
CN(CC1CCCCO1)C(=O)c1cn(CCc2ccccc2)nn1 (stereo unspecified),0.0
COC(=O)c1cccc(NC(=O)c2ccc(C3CCCN3)s2)c1 (stereo unspecified),0.8
COc1ccccc1/C=C1/SC(=Nc2ccccc2)N(Cc2cccnc2)C1=O,-5.4
O=c1ccoc2ccc([N+](=O)[O-])cc12,1.3
COCCC(=O)N1CCC2(CCCN(Cc3cc(OC)ccc3F)C2)C1 (stereo unspecified),3.8
O=C(CCN1CCCCC1)Nc1c2c(cc3c1CCC3)CCC2,-2.0
COCCCNCCn1cnc2c(N)ncnc21,2.9
COCC(C)NS(=O)(=O)c1c(C(C)C)cc(C(C)C)cc1C(C)C (stereo unspecified),5.7
CSc1ccc(C(=O)N2CCC(C(Cc3ccc(F)cc3F)N(C)C(=O)C3CC3)CC2)cc1 (stereo unspecified),0.0
CN1CCN([C@@H]2CCN(Cc3ccc(-n4cccn4)cc3)C[C@H]2O)CC1,-5.1
Cc1ccc(N(CC(=O)N2CCN(c3ccc(Cl)cc3)CC2)S(=O)(=O)c2c(C)nn(C)c2C)cc1,-0.7
# Next part:
SMILES,RBX1-CUL1 inh
CN(C)c1ccc(C(=O)CC2(O)C(=O)N(C)c3ccccc32)cc1 (stereo unspecified),3.1
Cc1cccc(C(=O)OCc2cc(=O)n3ccsc3n2)c1,-6.7
O=C(NCCc1cccs1)C1(N2CCCCC2)Cc2ccccc2C1,0.4
Cc1ccc(N=Nc2c(-c3ccccc3)[nH]n(C(N)=S)c2=O)cc1,-1.0
CC1Cc2cc(S(=O)(=O)CCC(=O)Nc3ccc(OC(F)(F)F)cc3)ccc2N1C(=O)C1CC1 (stereo unspecified),-1.1
O=C(Nc1nncs1)c1cccc(S(=O)(=O)N2CCc3ccccc32)c1,5.8
CCc1ccccc1NC(=O)CSc1nc2c(oc3ccccc32)c(=O)n1-c1ccccc1,-5.5
COc1cc(-c2n[nH]c(=S)n2N)cc(OC)c1OC,5.6
O=S(=O)(NCc1ccco1)N1CCCCCC1,6.2
C=C(C)Cn1c(=O)c2c(nc3n(-c4ccccc4O)c(C)cn23)n(C)c1=O,10.6
Cc1ccccc1OCC(=O)Nc1nnc(S(=O)(=O)N2CCCC2)s1,0.3
CN(C(=O)CC1Sc2ccccc2NC1=O)c1ccccc1 (stereo unspecified),3.3
CC1CCN(Cc2nnnn2CC(=O)NCCc2c[nH]c3ccccc23)CC1,-6.8
O=C(NC1CC(=O)N(CCc2ccc(F)cc2)C1)c1ccncc1 (stereo unspecified),3.9
N#Cc1ccc(Oc2ccc(C(=O)OCC(=O)c3ccc(Cl)cc3)cc2)cc1C#N,-4.1
CC(C)CCNS(=O)(=O)c1ccc2c(c1)Cc1cc(S(=O)(=O)NCCC(C)C)ccc1-2,7.9

# Only part of the results is shown; the hit share may differ from the screen's.
